UDG counterscr: Primary qHTS assay for inhibitors of Activation Induced Cytidine Deaminase (AID): UDG Counterscreen signal; actives 0.14% (n = 91,000); Uracil-DNA glycosylase; FRET deamination/UDG coupled assay, UDG read, 4 h; Potency, µM (titrated, usually from 115 µM), without a hit: at the highest dose activity change, negative = inhibition, usual class: inhibitors; also: nearly all actives have a fitted effect of over 65% in size
AID inhibitor: Primary qHTS assay for inhibitors of Activation Induced Cytidine Deaminase (AID): AID signal. AID deamination FRET fluorescence, UDG-coupled, 4 h. Potency, µM (top dose mostly 115 µM), for inactives: at the top dose activity change, negative = inhibition, usual class: inhibitors. actives 0.32% (n = 91,000). AID 1347428, 2020; also: nearly all actives have a fitted effect of over 25% in size
Target sequence (Q9GZX7 whole entry, looked up): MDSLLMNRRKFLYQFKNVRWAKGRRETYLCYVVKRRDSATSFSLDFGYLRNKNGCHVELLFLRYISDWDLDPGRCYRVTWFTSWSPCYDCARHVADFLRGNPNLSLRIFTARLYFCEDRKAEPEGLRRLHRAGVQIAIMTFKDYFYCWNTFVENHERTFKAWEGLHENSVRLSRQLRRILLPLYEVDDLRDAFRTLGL
* hit, by the source's call; ? = inconclusive; [ ] = another dose, or the depositor's remark. Calls follow the shape of the dose curve; as a rule, active = well fitted curve in the direction sought with a large enough effect; inconclusive = small, poorly fitted or top-dose-only effect, or another doubt; inactive = no such curve, though single readings can be large; an effect the other way counts as inactive or inconclusive. % is scaled to controls: 0 for no effect and ±100 for the full control effect; potency is read from the fitted curve at half-maximal effect.

Fields – UDG counterscr	AID inhibitor
- CCOc1ncccc1C(=O)N(Cc1nnc(-c2ccc(Cl)cc2)o1)C(C)C
 : -9%	-24%
- CCCCCC1CCC(c2ccc(-c3ccc(SC(F)F)cc3)cc2)CC1 (configuration not stated)
 : -17%	-5%
- CCc1c(C)sc(NC(=O)c2cccc(Cl)c2)c1C#N
 : -1%	22%
- CCC(=O)N1CCc2cc(Br)cc(S(=O)(=O)CCC(=O)Nc3ccccc3C)c21
 : -5%	9%
- Cc1nnsc1C(=O)Oc1ccc(C#N)cc1
 : 16%	36%[activator]
- N#Cc1cc(NCC(=O)N2CCNC2=O)ccc1Cl
 : 0%	2%
- O=C(c1cccc(F)c1)N1CCN(c2cn[nH]c(=O)c2Cl)CC1
 : -8%	2%
- Cc1ccn2c(Nc3ccccc3C)c(-c3ccncc3)nc2c1
 : -10%	-27%
- COc1ccccc1CNC(=O)C1CCN(S(=O)(=O)c2ccc3[nH]c(=O)ccc3c2)CC1
 : 1%	0%
- Cc1ccccc1OCC(=O)Nc1c(C(=O)c2ccc3c(c2)OCCO3)oc2ccccc12
 : 6%	29%
- CCOc1ccc2nc(N(Cc3cccnc3)C(=O)c3ccco3)sc2c1
 : -6%	-12%
- CCC(C)c1ccccc1OC(=O)c1ccc(OC)c(I)c1 (configuration not stated)
 : -7%	-7%
- CC(NC(=O)c1ccc(Br)o1)c1ccccc1 (configuration not stated)
 : -6%	-1%
- COc1ccc(CNC(=O)Cc2c(C)c3ccc(OC(C)=O)cc3oc2=O)cc1OC
 : 1%	-7%
- Cc1ccc(OCCSc2nc3ccccc3n2CC(=O)N2CCOCC2)c(C)c1
 : ?	-3%
- O=C(c1cccc(Cl)c1)N(Cc1cccc(F)c1)C1CCS(=O)(=O)C1 (configuration not stated)
 : 2%	-10%
- CCCCOc1cccc(C(=O)Nc2sc3c(c2C(=O)OCC)CCCC3)c1
 : -13%	18%
- CCOc1ccc(NC(=O)CCNS(=O)(=O)c2ccc3c(c2)CCCC(=O)N3)cc1
 : 2%	13%
- Cc1cc2c(s1)CCCCCCCCCC/C2=N\Nc1ccc([N+](=O)[O-])cc1
 : 2%	-1%
- COc1ccc(-c2ccc(CNc3ccc4[nH]c(=O)[nH]c4c3)o2)cc1Cl
 : 1%	39%[activator]
- COc1ccccc1CCNC(=O)C1CCN(c2nnc(C)c3c(C)n(-c4ccc(C)cc4)nc23)CC1
 : 7%	0%
- CCc1ccc(C(CNC(=O)c2cccc3ncccc23)N(C)C)cc1 (configuration not stated)
 : 0%	12%
- c1ccc(NC2(c3nnnn3-c3ccccc3)CCCCC2)cc1
 : -6%	-12%
- O=C(O)c1ccc(CSC(F)F)o1
 : 1%	3%
- CCN(CC)CCCNC(=O)C(C)n1nc(C)n2c(cc3occc32)c1=O (configuration not stated)
 : 0%	-10%
- COc1ccc(-c2noc(CSc3nc4ccc(Cl)cc4o3)n2)cc1
 : 0%	29%
- Clc1cc(Cl)c(N/N=C/c2c(Cl)cccc2Cl)c(Cl)c1
 : 0%	-13%
- COc1ccc(C2N3CC4(C)CN2CC(c2ccccc2)(C3)C4=O)cc1 (configuration not stated)
 : -2%	3%
- Cc1ccc([C@H]2Nc3ccc(S(=O)(=O)Nc4cccc(Cl)c4C)cc3[C@H]3C=CC[C@H]32)cc1
 : -2%	82%[activator]
- CN(CCC#N)C(=O)CSc1nc(C2CC2)nc2ccccc12
 : 4%	3%
- CCC1CCCCN1C(=O)Cn1c(=O)n(CCCCCC(=O)NCc2ccccc2Cl)c(=O)c2sccc21 (configuration not stated)
 : 0%	6%
- O=C(CCC(=O)Nc1cccc(C(F)(F)F)c1)NCCc1ccccc1
 : -3%	-8%
- COC(=O)c1ccccc1NC(=O)CSc1nnc(-c2ccc(Cl)cc2)n1Cc1ccco1
 : -16%	-29%
- Cc1cccc(C)c1NC(=O)CCCn1c(=O)c2cccn2c2ccccc21
 : -1%[57.5 µM]	-16%
- NC(=S)N/N=C1\C2C3CC4C1C1C2CC3C41 (configuration not stated)
 : -4%	-6%
- CCc1ccc(C(=O)N(Cc2ccncc2)C2CC2)s1
 : -1%	1%
- CCOc1ccc(N(Cc2cc3ccccc3[nH]c2=O)C(=O)C(C)(C)C)cc1
 : -7%	34%[activator]
- Cc1ccc2oc(-c3cc(NC(=O)/C=C/c4ccco4)ccc3Cl)nc2c1
 : 1%	-16%
- CC(=O)NC(C)(C)C(=O)NCCC(c1ccccc1)c1ccccc1
 : -5%	-1%
- c1csc(CNCC2CCCCC2)c1
 : 8%	0%
- O=C(c1ccccc1Cl)N1c2ncnn2C2(CCCCC2)[C@@H]2CCCC[C@@H]21
 : -7%	1%
- O=C(O)Cc1ccc(F)cc1Cl
 : -4%	-1%
- CC(C)CCNC(=O)NC(=O)CCl
 : -2%	-4%
- CCN1CCC2(CC1)Oc1ccccc1C1CC(c3ccccc3Cl)=NN12 (configuration not stated)
 : 1%	?
- Cc1ccc(COC(=O)Cc2c[nH]c3ccccc23)cc1
 : -7%	-2%
- N#Cc1c(N)n[nH]c1CCCNC(=O)c1cn(Cc2ccccc2)nc1-c1cccnc1
 : 9%	-1%
- CCc1cccc(CC)c1NC(=O)CCS(=O)(=O)c1ccc(Br)cc1
 : 10%	7%
- COc1ccc(CC(=O)NCc2ccc3c(c2)CCN3C(C)=O)cc1
 : -2%	13%
- CCOc1ccc(C(=O)NCCc2csc(-c3ccc(C(F)(F)F)cc3)n2)cc1OCC
 : -3%[57.5 µM]	8%
- COc1ccc(NC(=O)CSc2nnc(NC(=O)Nc3ccccc3)s2)c(OC)c1
 : 0%	11%
- CC(C)(C)c1ccc(C(=O)NNC(=O)C2CC2)cc1
 : -3%	0%
- CCOc1ccc(NC(=O)c2ccc(CN3C(=O)C(C)=C(c4ccc(C)cc4)S3(=O)=O)cc2)cc1
 : -2%	-13%
- CCCCC(=O)N/N=C(\C)c1ccc(C)c(C)c1
 : -9%	-7%
- Cn1nc(C(=O)Nc2ccc3c(c2)OCCO3)c2ccccc2c1=O
 : 5%	2%
- CC(OC(=O)c1ccccc1-n1cnnn1)C(=O)Nc1ccc(N2CCOCC2)cc1 (configuration not stated)
 : -2%	0%
- CC(CCc1ccco1)NC(=O)c1ccccc1F (configuration not stated)
 : 12%	-2%
- O=C(C1CC1)N1CCc2cc(Br)cc(S(=O)(=O)N3CCN(c4cccc(C(F)(F)F)c4)CC3)c21
 : -7%	16%
- COc1ccc(N(CC(=O)Nc2cc(Cl)ccc2C)S(=O)(=O)c2c(C)noc2C)cc1
 : 3%	3%
- N#Cc1ccc(NC(=O)c2csc3c2CCCC3)cc1
 : 1%	-6%
- CCCN(CCC)C(=O)CSc1nnc2cc(C)c3ccccc3n12
 : 1%	2%

Three entries from above, ordered by length of the SMILES, lowest first:
Fields – UDG counterscr	AID inhibitor
- CC(OC(=O)c1ccccc1-n1cnnn1)C(=O)Nc1ccc(N2CCOCC2)cc1 (configuration not stated)
 : -2%	0%
- CCOc1ccc(C(=O)NCCc2csc(-c3ccc(C(F)(F)F)cc3)n2)cc1OCC
 : -3%[57.5 µM]	8%
- CCOc1ccc(NC(=O)c2ccc(CN3C(=O)C(C)=C(c4ccc(C)cc4)S3(=O)=O)cc2)cc1
 : -2%	-13%

Later entries:
Fields – UDG counterscr	AID inhibitor
- S=C(NCCc1ccc(Cl)cc1Cl)NC1CCCCC1
 : -7%	-17%
- Cc1cccc(CNC(=O)Cn2nc(C)c3nn(-c4ccc(Cl)cc4)c(C)c3c2=O)c1
 : -5%	-10%
- CCSc1ncc(Cl)c(C(=O)Nc2ccc(S(=O)(=O)Nc3ncccn3)cc2)n1
 : -17%	5%
- COc1ccc(C(=O)c2oc3ccccc3c2NC(=O)c2cccc(OC)c2)cc1
 : 22%	-1%
- Cc1oc(-c2nc(C#N)c(NCc3ccccc3Cl)o2)cc1S(=O)(=O)N(C)C
 : 3%	0%
- CS(=O)(=O)Oc1cc2oc(=O)c3c(c2cc1Cl)CCCC3
 : 5%	15%
- CCCCc1nc(N2CCCCC2)c(C#N)c2c1CCCC2
 : -2%	0%
- COCCn1cnnc1SCC(=O)c1cc(F)ccc1F
 : 5%	21%
- O=C1N(Cc2ccccc2F)CCCN1c1ccc(C(=O)N2CCc3ccccc32)cc1
 : -4%	-22%
- O=C(Nc1ccnn1C1CCCCC1)C1(c2ccccc2)CC1
 : 2%	-2%
- O=C(c1cc(=O)c2ccccc2o1)N1CCN(Cc2ccccc2)CC1
 : -10%	-12%
- O=C(CCc1ccccc1)Nc1ccc(C2(c3ccc(NC(=O)CCc4ccccc4)cc3)CCCCC2)cc1
 : -6%	4%
- COc1ccc(CNC(=O)Cc2csc3nc(-c4ccc(C)cc4)cn23)cc1
 : -7%	4%
- COc1ccccc1NC(=O)c1cc2c([nH]c1=O)CC(C)(C)CC2=O
 : -3%	2%
- COc1ccc(-c2nc(Cn3c(SCc4cccc(C(F)(F)F)c4)nc4cccnc43)c(C)o2)cc1OC
 : -7%[57.5 µM]	?

Structural class, the compounds so far with a COOH group
Fields – UDG counterscr	AID inhibitor
- O=C(O)c1ccc(CSC(F)F)o1
 : 1%	3%
- O=C(O)Cc1ccc(F)cc1Cl
 : -4%	-1%

Other structures.
Fields – UDG counterscr	AID inhibitor
- O=C(CCc1ncc(-c2ccccc2Cl)o1)NCC1CCCO1 (configuration not stated)
 : -2%	-8%
- NC(=O)CSc1oc(-c2ccco2)nc1S(=O)(=O)c1ccc(Cl)cc1
 : -3%	42%[activator]
- COc1ccc(OC)c(NC(=O)Cc2coc3ccc(C(C)C)cc23)c1
 : ?	?
- COc1cc(OC)c(NC(=O)C(C)n2nc(-c3ccc(C)c(C)c3)ccc2=O)cc1Cl (configuration not stated)
 : -19%	?
- O=c1[nH]nc(-c2ccc(N3CCCCC3)c([N+](=O)[O-])c2)c2ccccc12
 : -1%	-8%
- CC(C)(C)c1ccc(CC/C=N/O)cc1
 : -5%	-2%
- Cc1ccc(SC(C)C(=O)Nc2c(C)cc(C)cc2C)cc1 (configuration not stated)
 : -5%	0%
- CCCN1CCC(NC(=O)COc2ccc(F)cc2)CC1
 : 2%	0%
- CC(C)CN(CCNC(=O)c1cn(C)c2ccc(S(=O)(=O)N3CCOCC3)cc2c1=O)CC(C)C
 : -14%[57.5 µM]	?
- COc1cccc(NC(=O)CSc2nnc(COc3ccc(Cl)cc3)o2)c1
 : 0%	-3%
- CCCCNc1nc2c(c(=O)n(Cc3ccc(Br)cc3)c(=O)n2C)n1C
 : -11%	?
- Cn1nc(C(=O)N2CCN(c3cccc(Cl)c3)CC2)c2c1-c1ccccc1S(=O)(=O)C2
 : -7%	?
- COC(=O)c1cc2occc2n1Cc1nc(-c2ccccc2)oc1C
 : 12%	12%
- CCc1noc(C)c1C(=O)Nc1ccc(NC(C)=O)cc1
 : 1%	1%
- CCCc1cc(=O)oc2cc(C)cc(OC(C)C(=O)NCCCN3CCOCC3)c12 (configuration not stated)
 : -4%	2%
- CCCOC(=O)c1c(NC(=O)C2c3ccccc3Oc3ccccc32)sc2c1CCC(C)C2 (configuration not stated)
 : -19%[57.5 µM]	-4%[57.5 µM]
- Cc1nnc2ccc(NCc3ccc(F)cc3)nn12
 : -8%	-3%
- CN(C)CCNC(=S)NCc1cccs1
 : 4%	11%
- Cc1ccc(Cl)cc1NC(=O)Cn1c(=O)oc2cc(S(=O)(=O)N3CCCC3)ccc21
 : 1%	-9%
- COc1ccc(N2CCN(C(=O)Cn3cnc4sc(C)c(S(=O)(=O)N5CCCCC5)c4c3=O)CC2)cc1
 : -1%	-7%
- CCN1CCN(C(=O)Cn2c(-c3cccs3)cc3ccccc32)CC1
 : 2%	75%[activator]
- COc1ccc(-c2csc(N3N=C(C)CC3c3ccc(OC)c(OC)c3)n2)cc1OC (configuration not stated)
 : ?	?
- Cc1cc(C)nc(Sc2nc(Sc3nc(C)cc(C)n3)nc(Sc3nc(C)cc(C)n3)n2)n1
 : -7%	-24%
- O=C(NCCN1CCOCC1)c1nn(-c2ccccc2)c(=O)c2ccccc12
 : 5%	-4%
- CS(=O)(=O)Nc1ccc([N+](=O)[O-])cc1Oc1ccccc1
 : 4%	5%
- O=C1COc2cc(S(=O)(=O)CCC(=O)N3CCN(C4CCCCC4)CC3)c(Cl)cc2N1
 : 0%	-2%
- Cc1ccc2sc(-c3ccccc3)nc2c1
 : 4%	-2%
- Cc1ccc(NC(=O)CCl)cc1C
 : -3%	-8%
- CCOc1ccccc1NC(=O)Cc1csc(COc2cccc(C)c2)n1
 : -17%	-27%
- CCCCCCCc1ccc(C(=O)Nc2ccccc2C)cc1
 : -4%	1%
- COC(=O)COc1ccc2c(=O)c(Oc3ccccc3OC)c(C)oc2c1
 : -3%	-6%
- CCCCN(CCCC)CCNC(=O)c1cn(CC)c2ccc(S(=O)(=O)N3CCc4ccccc4C3)cc2c1=O
 : ?	28µM*
- Cc1ccc(CC(=O)NCCc2c[nH]c3ccc(C)cc23)cc1
 : 15%	-14%
- N#C/C(=C/c1ccc(SC(F)(F)F)cc1)c1ccccn1
 : -6%	-3%
- COCCNC(=O)CN(C)c1nc(-c2ccncc2)nc2ccccc12
 : -3%	18%
- CC1CCN(C(=O)COC(=O)c2n[nH]c(=O)c3ccccc23)CC1
 : -3%	-8%
- NC(=O)c1ccccc1OCc1ccc(C(F)(F)F)cc1
 : -2%	-2%
- CC(C)=CC(=O)NC(C)c1ccc(Cl)cc1Cl (configuration not stated)
 : -5%	-5%
- COc1ccc(OCC(=O)Nc2cccc(-c3nc4ccccc4s3)c2C)cc1
 : 0%	-2%
- O=C(NC1CCCC1)C1=Cc2cc(Br)ccc2OC=C1
 : -3%	-6%
- COCCNCc1ccsc1
 : 9%	0%
- Cc1csc(NC(=O)CCc2ncc(-c3ccc(F)cc3F)o2)n1
 : 2%	-12%
- CCCCn1c(=NC(=O)c2c(-c3c(F)cccc3Cl)noc2C)c(C(=O)OCC)cc2c(=O)n3ccccc3nc21
 : ?	2%

Only part of the results is shown (hit frequency here may not be typical).
